hcGAS inh: Primary biochemical luminescence assay for human cyclic GMP-AMP synthase inhibitors | Q8N884 | recombinant h-cGAS, ATP depletion, Kinase-Glo luminescence | inhibition, % at 12.5 µM | 290,000 compounds, 0.081% hits;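 also: 0% = vehicle reaction and 100% = reaction without DNA for no activity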
Target sequence (Q8N884 whole entry, looked up): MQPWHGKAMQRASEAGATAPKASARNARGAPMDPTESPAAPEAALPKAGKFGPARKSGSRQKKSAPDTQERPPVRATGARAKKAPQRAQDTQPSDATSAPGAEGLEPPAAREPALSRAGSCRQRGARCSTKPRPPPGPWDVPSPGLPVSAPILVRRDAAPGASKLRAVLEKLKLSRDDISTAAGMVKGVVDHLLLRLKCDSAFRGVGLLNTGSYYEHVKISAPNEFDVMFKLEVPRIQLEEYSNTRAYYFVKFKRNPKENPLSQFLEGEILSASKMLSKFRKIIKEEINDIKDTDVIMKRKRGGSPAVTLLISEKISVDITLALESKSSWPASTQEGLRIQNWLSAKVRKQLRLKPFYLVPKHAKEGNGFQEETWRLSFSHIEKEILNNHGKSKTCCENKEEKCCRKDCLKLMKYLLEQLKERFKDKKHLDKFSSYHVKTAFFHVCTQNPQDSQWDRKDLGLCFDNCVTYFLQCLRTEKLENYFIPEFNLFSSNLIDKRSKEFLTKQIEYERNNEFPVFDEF
NPYLR7 agonist: agonists of mosquito NPYLR7 receptor, primary screen, cell-based, Aedes aegypti, calcium fluorescence, mosquito biting behavior; HEK293T NPYLR7/Galpha15, GCaMP6s calcium fluorescence; AID 1259423, 2018; 270,000 compounds, 0.15% hits; activation, % at 10 µM; Aedes aegypti neuropeptide Y-like receptor 7 (NPYLR7); in the data active = activation above about 40%;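 also: 0% = vehicle and 100% = reference agonist at the receptor; some compounds past the cut are filed as inactive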
mcGAS lum: cyclic GMP-AMP synthase inhibitors, mouse, primary biochemical chemiluminescence. Q8C6L5. recombinant cGAS, Kinase-Glo ATP depletion luminescence. inhibition, % at 12.5 µM. 160,000 compounds, 0.15% hits. AID 1259399, 2018;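 also: 0% = negative control wells and 100% = reference inhibitor with no enzyme activity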
* marks the source's active call; other numbers are inactive results; · = not tested or not shown. Rule as the data show it, unless noted: active = inhibition above about 40%; inactive = the rest.

SMILES	hcGAS inh	NPYLR7 agonist	mcGAS lum
Cn1c(=O)c2c(ncn2CC(=O)c2ccccc2)n(C)c1=O	-7	12	-5
CC(O)CCNC(=O)c1nc(-c2cccs2)n(-c2cccc(F)c2)n1 (centres undefined)	-10	3	·
COc1ccccc1C(=O)Nc1ccnn1C1CCN(C(=O)C2CCOC2)CC1 (centres undefined)	-4	2	-4
COCCN(Cc1nccn1Cc1c(C)cc(C)cc1C)C(=O)c1ccccc1F	7	0	-5
CCN(C(=O)CN1CCC(N2CCN(C)C2=O)CC1)C1=CCCCC1	-8	12	·
CCn1nccc1C(=O)N1CCC(C(=O)N2CCCCCCNC(=O)CC2)CC1	-12	·	-5
Cn1nc(C(=O)N2CCCC(C(=O)c3ccc(Oc4ccccc4)cc3)C2)ccc1=O (centres undefined)	-2	17	·
Cc1noc(C)c1C(=O)NCc1ccccc1OC1CCCC1	-1	-27	·
COc1ccc(C(=O)NC2=NCCS2)cc1S(=O)(=O)N1CCCCC1C (centres undefined)	-9	2	-6
O=C(CSc1nncn1C1CC1)N1CCSc2ccccc21	-6	4	·
Cc1cnc(C)c(N2CCN(Cc3ccc(C4CCCO4)s3)CC2)n1 (centres undefined)	-3	12	·
CC1=C(C(=O)OCCc2ccccc2)C(c2ccc(Br)cc2)NC(=O)N1 (centres undefined)	-9	0	-5
CCOC(=O)C1=C(C)NC(=S)NC1c1ccc(O)c(OC)c1 (centres undefined)	-10	5	-7
O=C1c2nc(-c3cccnc3)ccc2CN1C1(C(=O)NCCc2ccccc2)CC1	-6	12	-5
O=C(CSc1ccc2nnc(-c3cccnc3)n2n1)NC1CCCCC1	-3	0	-5
CCC(C)N(Cc1ccc(OS(C)(=O)=O)cc1)C(=O)Nc1cccc2ccccc12 (centres undefined)	-7	-11	-5
COc1cc2nc(C3CCCCC3)oc(=O)c2cc1OC	-5	7	-6
Cc1cccnc1C1=NOC(Cc2ccccc2)C(=O)N1CC(=O)c1ccccc1F (centres undefined)	9	-3	·
CCN1CCc2nc(-c3ccc(F)cc3)n(CC(=O)Nc3ccc(Cl)cc3)c(=O)c2C1	-1	-10	·
COc1cccc(-c2cc(-c3ccc(C(=O)N[C@@H]4CCCc5ccccc54)cc3)[nH]n2)c1	-9	-2	-9
Cc1ccoc1C(=O)N1CCN(c2ncccn2)CC1C(=O)O (centres undefined)	-5	6	-14
CCc1[nH]c2c(CNC(=O)CCCN3CCCCC3=O)cc(F)cc2c1C	-1	1	·
CCCOc1cc(Nc2ccc(NC(=O)Nc3ccc(C)c(F)c3)cc2)nc(C)n1	-6	18	-8
CCc1ccccc1CN1CCCn2cccc2C1c1ccccc1Cl (centres undefined)	0	0	5
COc1ccc(CN(C(=O)c2cccs2)c2ccccc2C(=O)O)cc1	-2	3	·
O=C(CNC(=O)c1cccs1)NN1C(=O)NC2(CCCCC2)C1=O	-9	13	-5
CN(C)c1ccc(N=Nc2ccc(S(N)(=O)=O)cc2)cc1	1	-5	·
Clc1cc(CSc2nnc(C3CC3)n2C2CC2)cc2c1OCCO2	-7	4	·
COC(=O)C1=C(C)NC(=O)NC1c1cc(C(C)(C)C)c(O)c(C(C)(C)C)c1 (centres undefined)	-3	1	-5
O=C(C1CC=CCC1)N1CCc2nn(CC3CC3)c(=O)n2CC1 (centres undefined)	-12	·	-5
COc1cccc(CC2(C(=O)NCCCC(N)=O)CC3CCC2C3)c1 (centres undefined)	1	-7	3
Cc1ccc2cccc(OCC(C)CS(C)(=O)=O)c2n1 (centres undefined)	-7	5	·
CCCCC(=O)N(C)c1c(C)nc2ccc(C(=O)N(C)Cc3ccccc3)cn12	-5	1	-2
CC(=O)N1CCC2(CC1)C(C#N)C(=N)SC(=N)C2C#N (centres undefined)	-3	5	·
CCC(COC)NCc1cn(-c2ccc(OC)cc2)nc1-c1cccc(F)c1 (centres undefined)	-1	2	-3
Cc1oc(-c2ccc(Cl)cc2)nc1CN(C)Cc1ccc2nonc2c1	3	-6	·
Cc1cc(C)n(C)c(=O)c1C(=O)N(Cc1ccsc1)CC(C)C	-3	-4	-8
Cc1c(S(=O)(=O)CCNC(=O)Nc2ccccc2C#N)c2ccccc2n1C	0	2	·
CCS(=O)(=O)N1CCc2cc(-c3csc(-c4ccc(O)cc4)n3)ccc21	-3	7	·
O=C(NCc1cccc(F)c1)c1ccc(-c2cccc(C(F)(F)F)c2)s1	-12	4	-9
COc1ccc(CN2CCC(CCC(=O)Nc3ccccc3Cl)CC2)c(F)c1	-8	6	-9
CCCCc1ncc(CN2CCc3c([nH]c4ccccc34)C2c2cccc(C)n2)[nH]1 (centres undefined)	-5	0	·
C=c1ccccc1=c1[nH]/c(=C\C=C\c2ccccc2OC)c(=O)o1	-3	1	-2
Cn1cc(-c2ccc3ncc(Cc4ccc5ncccc5c4)n3n2)cn1	-1	-4	-8
COc1cccc2c(=O)n(CCN3CCOCC3)cnc12	-7	14	-13
COc1cccc(-c2csc3nc(CN(C)CC(O)c4ccccc4)[nH]c(=O)c23)c1 (centres undefined)	-3	10	-5
Cc1ccnc(SCCn2c(N3CCCC(C)C3)nc3c2c(=O)n(C)c(=O)n3C)n1 (centres undefined)	-3	1	-8
CCCCC(=O)Nc1c(-c2cccc(F)c2)nc2ccccn12	-4	6	-10
CCCCCCCC(=O)N1CCN(c2cc(Cl)nc(SCC(=O)NCc3ccc4c(c3)OCO4)n2)CC1C (centres undefined)	-7	14	-5
O=[N+]([O-])c1ccccc1C=NOCc1cccc(CON=Cc2ccccc2[N+](=O)[O-])c1	-8	9	·
CC(=O)c1ccc(NC(=O)c2ccc(N3C(=O)CCC3=O)cc2)cc1	-10	1	·
CCOC(=O)[C@@H]1[C@@H](OC)C(=O)N(C)C12CCN(C(=O)c1csc(-c3cccs3)n1)CC2	0	24	-5
CCOC(=O)C(c1cc(OC)ccc1OC)C1C=CC(NC(=O)c2c(-c3c(Cl)cccc3Cl)noc2C)C1 (centres undefined)	-6	1	-5
COc1cccc(Cc2nsc(Oc3cccc(C(=O)NC(C)CCc4ccccc4)c3)n2)c1 (centres undefined)	-9	-2	-5
COCCN1CCOC[C@H]2CCN(C(=O)c3sc(C)nc3C)C[C@H]21	-3	·	-4
CC1=CC[C@@H]2CN(C(=O)c3cc(C)nc4c3c(=O)[nH]c(=O)n4C)C[C@@H]2C1	-8	·	-14
COc1ccc(C)cc1NC(C)C(=O)N1C(C)CCCC1C (centres undefined)	-9	8	·
COc1cc(C(C2Sc3ncnn3C2=O)N2CCC(O)CC2)cc(OC)c1OC (centres undefined)	-7	6	-7
Cc1nc(CN2CCN(C(=O)C3CCN(c4cccc(Br)c4)C3=O)CC2)n[nH]1 (centres undefined)	-8	-1	·
CCCC(=O)OCC(O)CNC(c1nc(-c2ccc3c(c2)OCO3)no1)C(C)CC (centres undefined)	-12	6	-5

Going on with the list.
SMILES	hcGAS inh	NPYLR7 agonist	mcGAS lum
CCOC(=O)C1CCCN(C(=O)Cc2csc(NC(=O)CN(CCOC)C(=O)c3ccc(Cl)cc3)n2)C1 (centres undefined)	-11	·	-7
COc1ccccc1OCC1CN(C(=O)CCOc2ccc(Cl)cc2)CCO1 (centres undefined)	-6	22	·
O=C(CSc1nc2ccccc2s1)N/N=C\c1cccc(O)c1	-1	-7	-2
Cc1ccccc1-c1csc2nc(CN(Cc3ccccc3)CC(O)CN3CCOCC3)[nH]c(=O)c12 (centres undefined)	6	-1	·
NC(=O)C1CCN(C(=O)c2cccc(-n3nccc3-c3ccccc3)c2)CC1	-3	4	·
CCOc1ccc(NC(=O)CSc2nc3c(-c4ccccc4)c[nH]c3c(=O)n2C)cc1	-6	0	-7
Cc1ccn(-c2ccc(C(=O)NC3CCCCC3)o2)n1	-3	-1	-11
CCCc1cc(NC2CCCC2)n2nc3nc(C)cc(C)c3c2n1	2	1	-1
Cc1ccccc1C1(CNC(=O)c2cncn2-c2ccccc2)CCOCC1	-9	8	-17
COc1ccc(C(CC(=O)NCCc2ccccn2)c2cn(C)c3ccccc23)cc1OC (centres undefined)	5	2	0
CCNC(=O)c1coc(CN(Cc2ccccc2)Cc2ccccc2OC)n1	3	-2	-1
CC1CN(C(=O)CCN2CCc3sccc3C2c2cccc(F)c2)CCN1C(=O)CC(C)(C)C (centres undefined)	-3	14	-4
Cc1ccccc1CSc1nnc(CNC(=O)c2cccc(Br)c2)n1-c1ccc(Cl)cc1Cl	0	-5	-3
COCCN(C(=O)c1ccc(NC(=O)C2CCC2)cc1)C1CCN(C)CC1	-8	3	-11
O=C(Cn1c(-c2ccccc2F)csc1=O)NCC1CCC1	-11	-6	-17
Cc1cc(CC(C)n2cc3ncccc3c2O)n[nH]1 (centres undefined)	-5	2	·
O=C(COc1ccc2ccccc2c1)N=Nc1c(O)[nH]c2ccc(Cl)cc12	-4	2	-4
Cc1ccccc1-n1c(SCc2ccc(C(=O)O)o2)nc2sccc2c1=O	-3	29	·
NC(=O)Cc1cn2ccsc2n1	-2	2	-5
Cc1ccccc1NCc1cccc2c1OCO2	-3	19	·
COc1cccc(C(=O)N2CCN(c3c4c(nc5ncnn35)CCCC4)CC2)c1	-1	33	-4
Cc1cc(C(=O)N2CCN(c3cc(F)ccc3F)CC2)n[nH]1	-5	1	·
Cc1ccccc1CSC(C)c1nc2ccccc2c(=O)[nH]1 (centres undefined)	-12	8	-8
Cc1cc(C)cc(NC(=O)CSc2nccn(-c3ccc(F)cc3)c2=O)c1	-3	0	-9
C[C@H]1C(=O)N(C)CCN1c1nc2nonc2nc1NCc1cccs1	1	12	·
c1cc(-c2cnccn2)c2cccnc2c1	4	2	-1
CC12CCC(C(=O)Nc3nccs3)(CC1=O)C2(C)C (centres undefined)	0	0	·
O=C1NCCN2CCN(Cc3ccccc3OC(F)(F)F)CC12 (centres undefined)	0	1	-10
Cc1cccc(C)c1NC(=O)CN1CCN(C(C)CCc2ccccc2)CC1 (centres undefined)	-12	0	·
CCN(CCNC(=O)c1c(C)nn(Cc2ccc(F)cc2)c1Cl)C(C)C	-6	15	·
Cc1ccc(C)c(-n2c(CNC(=O)c3ccc(S(=O)(=O)N4CCCC4)cc3)nnc2SCC(=O)Nc2nccs2)c1	-6	10	-6
O=C(C1CCCCC1)N1CCN(Cc2ccc3c(c2)OCO3)CC1	-1	5	·
Cc1ccc(C(C)C)c2c1CCC(C)(O)C2O (centres undefined)	3	-12	-2
CC(C)n1nc(-c2ccccc2)cc1NC(=O)CCn1cncn1	-9	5	-15
COC1(OC)N=C(N)C2(C#N)C(c3cccc(Oc4ccccc4)c3)C12C#N (centres undefined)	-8	-1	·
O=C1NCCN2CCN(C(=O)c3ccc(-n4ccnc4)cc3)CC12 (centres undefined)	-6	9	·
CC(C)c1nnc(-c2cc3ccccc3[nH]2)o1	4	0	·
Cc1cc(=O)n2[nH]c(C(F)(F)F)c(-c3ccc(Cl)cc3)c2n1	12	-4	·
Cc1nc2cc(NC(=O)c3cccc([N+](=O)[O-])c3)ccc2n1-c1ccccc1	6	-7	3
O=C(O)CCC(=O)N1N=C(c2ccc([N+](=O)[O-])cc2)CC1c1ccccc1Cl (centres undefined)	-6	-1	-5
O=C(NC(c1ccc(-c2ccccc2)cc1)c1cnccn1)C1CCN(CCOc2ccc3ccccc3c2)CC1 (centres undefined)	-1	4	-4
Cc1ccc(N2CCN(CC(=O)N3CCN(c4ccccc4O)CC3)C2=O)cc1	-10	-1	·
CN(CCC(=O)Nc1cccc(-c2ccc(=O)[nH]n2)c1)c1ccccc1	-6	12	·
COc1ccccc1NC(=O)N1CCc2cc(OC)c(OC)cc2C1CNC(=O)c1ccc(Cl)cc1 (centres undefined)	-3	14	-8
COc1ccccc1-c1cccc(C(=O)N2C[C@@H]3[C@H](C2)[C@H]2CC[C@@H]3O2)c1	-5	5	·

5 entries from above in another layout:
Each structure is followed by: hcGAS inh	NPYLR7 agonist	mcGAS lum
- O=C(NC(c1ccc(-c2ccccc2)cc1)c1cnccn1)C1CCN(CCOc2ccc3ccccc3c2)CC1 (centres undefined)
    -1	4	-4
- Cc1ccc(N2CCN(CC(=O)N3CCN(c4ccccc4O)CC3)C2=O)cc1
    -10	-1	·
- CN(CCC(=O)Nc1cccc(-c2ccc(=O)[nH]n2)c1)c1ccccc1
    -6	12	·
- COc1ccccc1NC(=O)N1CCc2cc(OC)c(OC)cc2C1CNC(=O)c1ccc(Cl)cc1 (centres undefined)
    -3	14	-8
- COc1ccccc1-c1cccc(C(=O)N2C[C@@H]3[C@H](C2)[C@H]2CC[C@@H]3O2)c1
    -5	5	·

Whole records from above. Screens in order: hcGAS inh | NPYLR7 agonist | mcGAS lum
`COc1ccc(C(=O)NC2=NCCS2)cc1S(=O)(=O)N1CCCCC1C` (centres undefined) reads -9 | 2 | -6
`Cc1ccccc1-c1csc2nc(CN(Cc3ccccc3)CC(O)CN3CCOCC3)[nH]c(=O)c12` (centres undefined) reads 6 | -1 | ·
`COc1cccc(C(=O)N2CCN(c3c4c(nc5ncnn35)CCCC4)CC2)c1` reads -1 | 33 | -4
`COCCN(Cc1nccn1Cc1c(C)cc(C)cc1C)C(=O)c1ccccc1F` reads 7 | 0 | -5

From PubChem
